# Assay outcomes deposited in PubChem BioAssay by The Scripps Research Institute Molecular Screening Center.
# ADAM10 inh – inhibitors of human ADAM10; O14672; recombinant ADAM10, EDANS/DABCYL FRET peptide cleavage, 3 h; inhibition, % at 7 µM; hit rate 0.62% among 370,000;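 active = inhibition above a per-campaign cutoff equal to the mean of compounds falling between control-based bounds plus 3 SD, cut at about 20% in these data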;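 also: 0% = DMSO wells while the 100% control is not disclosed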
# PLC-beta3 inh – PLC-beta3 (human) inhibition, primary screen; Purified PLC-beta3, fluorogenic substrate, fluorescence; inhibition, % at 12.2 µM; Q01970; hit rate 0.18% among 370,000; in the data active = inhibition above about 11%;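 also: 0% = median of compound wells on plate and 100% = full blocker control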
# TDP2 absorb – TDP2 (human) inhibition, absorbance primary screen; O95551; AID 720702; hit rate 0.34% among 370,000; inhibition, % at 12.8 µM; recombinant TDP2, T5PNP hydrolysis, p-nitrophenol absorbance 415 nm;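 active = inhibition above the mean of all tested compounds plus 3 SD, set per campaign, cut at about 25% in these data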;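 also: 0% = DMSO with enzyme and 100% = buffer with substrate but no TDP2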
#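 System – recombinant human TDP2 · Amount – 120 nM TDP2 per well · Buffer or medium – Mg2+-containing Tris-HCl buffer, pH 7.5 · Reagent – T5PNP substrate, 5 mM · Dosing – 12.8 µM single point, 1% DMSO · Incubation – 2 h at 37 °C · Measured by – epi absorbance · Read-out basis – percent inhibition · Benchmarks – high control without enzyme, low control DMSO plus TDP2 · Repeats – singlicate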
# PLC-gamma1 inh – PLC-gamma1 (human) inhibition, primary screen | P19174 | purified PLC-gamma1, fluorogenic substrate, fluorescence | inhibition, % at 12.2 µM | hit rate 0.84% among 370,000; in the data active = inhibition above about 9.5%
# Tn7 DDE FP – DD(E)-Tn7 binding inhibition, primary FP screen. FP displacement of FITC-Tn7 peptide from fibrin DD(E); 0% = median of compound wells per plate. inhibition, % at 8.3 µM. hit rate 0.13% among 370,000. AID 720508;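 active = inhibition above the mean of compounds falling within the control limits plus 3 SD of them, cut at about 14% in these data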;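 also: 0% = plate median of compound wells and 100% = 10 µM Aha-Tn7 peptide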
#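 Also added: labelled Tn7 tracer, 0.1 µM; Assay system: human fibrin DD(E) protein; Amount: 2 µM fibrin DD(E); Schedule: 10 min compound pre-incubation, 3 h probe incubation at room temperature; Repeats: one replicate per compound; Read-out basis: percent inhibition; Measured by: fluorescence polarization of the labelled Tn7 tracer.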
# DDE Tn6 FP inh – inhibitors of Tn6 peptide binding to human fibrin DD(E); inhibition, % at 8.3 µM; Fibrin DD(E) TRITC-Tn6 fluorescence polarization displacement; hit rate 0.21% among 370,000; P02675;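 active = inhibition above a per-campaign cutoff: mean of compounds within control limits plus 3 SD, cut at about 15% in these data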;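 also: 0% = median of all compound wells on the plate and 100% = blocking peptide control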
# SIAE primary – blocks human sialic acid acetylesterase; SIAE FP-Rh probe binding, fluorescence polarization; inhibition, % at 9.66 µM; hit rate 0.69% among 370,000; Q9HAT2; AID 1053197;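 active = inhibition above a cutoff: mean of compounds within the control limits plus 3 SD of those, cut at about 17% in these data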;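 also: 0% = plate median of compound wells and 100% = probe without SIAE protein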
# ARFGAP1 inh – rat ARFGAP1 inhibition; Arfgap1-stimulated ARF1 GTP hydrolysis, GDP FP detection; hit rate 0.26% among 360,000; inhibition, % at 16.5 µM; Q62848;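 active = inhibition above a per-plate limit, mean inhibition of low control wells plus 3 SD, cut at about 25% in these data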;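 also: 0% = DMSO wells with enzyme and 100% = wells lacking Arfgap1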
# Target sequence (Q62848 1-136 limits assumed): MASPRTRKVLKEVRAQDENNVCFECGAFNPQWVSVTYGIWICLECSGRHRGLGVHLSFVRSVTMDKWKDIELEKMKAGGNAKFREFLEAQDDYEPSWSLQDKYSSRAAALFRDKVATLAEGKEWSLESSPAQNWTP
#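 Assay system: purified rat His6-Arfgap1 residues 1-136 (GAP domain); Reagent: human Δ17 ARF1 bound to GTP; Dosing: 16.5 µM single point, 1.26% DMSO; Times: GTP hydrolysis reaction 2 h at 25 °C; Signal: FP, GDP Alexa 633 tracer displaced from anti-GDP antibody, 620/688 nm; Measure: % inhibition from polarization.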
# ASAP1 inh – inhibitors of human ASAP1 ArfGAP activity; Q9ULH1; inhibition, % at 16.5 µM; ASAP1-stimulated ARF1 GTP hydrolysis, GDP FP detection; hit rate 0.19% among 360,000; in the data active = inhibition above about 25%;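 also: 0% = vehicle with enzyme and substrate and 100% = no enzyme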
# ADAM17 inh – inhibits human ADAM17 | P78536 | recombinant ADAM17, EDANS/DABCYL FRET peptide cleavage | inhibition, % at 6.95 µM | hit rate 0.83% among 370,000 | AID 720648;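 active = inhibition above the mean of compounds lying between control limits plus 3 SD, set per campaign, cut at about 8.5% in these data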;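 also: 0% = DMSO-only wells as the low control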
# Target sequence (P78536 215-824 limits assumed): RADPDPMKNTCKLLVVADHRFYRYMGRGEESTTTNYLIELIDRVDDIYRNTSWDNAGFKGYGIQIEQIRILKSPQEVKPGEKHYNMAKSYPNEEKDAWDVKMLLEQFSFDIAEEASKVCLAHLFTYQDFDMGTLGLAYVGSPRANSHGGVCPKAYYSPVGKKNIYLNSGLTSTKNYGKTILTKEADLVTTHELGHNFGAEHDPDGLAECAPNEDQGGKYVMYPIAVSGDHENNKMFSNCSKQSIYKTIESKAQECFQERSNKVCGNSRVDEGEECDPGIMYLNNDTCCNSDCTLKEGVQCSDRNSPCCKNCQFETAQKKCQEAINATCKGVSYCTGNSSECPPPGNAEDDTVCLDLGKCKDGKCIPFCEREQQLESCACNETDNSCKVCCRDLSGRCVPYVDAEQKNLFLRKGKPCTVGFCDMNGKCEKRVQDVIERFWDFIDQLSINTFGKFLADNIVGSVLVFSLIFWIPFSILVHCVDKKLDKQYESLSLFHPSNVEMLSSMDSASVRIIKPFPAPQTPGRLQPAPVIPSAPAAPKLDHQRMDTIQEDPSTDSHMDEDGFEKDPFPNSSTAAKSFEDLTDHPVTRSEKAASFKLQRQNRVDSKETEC
# Numbers without * were called inactive; x = not tested or not shown.
# Second line of a record – ADAM10 inh	PLC-beta3 inh	TDP2 absorb	PLC-gamma1 inh	Tn7 DDE FP	DDE Tn6 FP inh	SIAE primary	ARFGAP1 inh	ASAP1 inh	ADAM17 inh
CCOc1cccc(C(=O)NC(=S)NCc2cccnc2)c1
    3	-4	9	2	7	0	0	20	3	-3
Cc1cc(NS(=O)(=O)c2ccc(NC(=O)CSc3nnc(-c4ccccn4)n3-c3ccccc3)cc2)nc(C)n1
    -3	1	0	-2	1	3	-2	x	x	-1
CCOc1ccc(C2NC(=O)NC(C)=C2C(=O)OCc2ccccc2)cc1 (stereo not drawn)
    -1	-7	11	-2	3	-10	0	-11	14	-2
COc1cc(OC)c(C2CC(=O)N3CN(c4ccc(C)cc4)CSC3=C2C#N)cc1OC (stereo not drawn)
    -44	-79	-17	-51	-3	4	-4	10	6	-4
COc1ccc(OCCSc2nnc(-c3ccoc3C)n2C)cc1
    -2	-3	-6	0	-3	8	-2	-1	-2	-3
COc1ccc(CNC(=O)C2(CC3CC(c4ccccc4)=NO3)CCN(C(=O)c3cccc(O)c3)CC2)cc1 (stereo not drawn)
    -1	2	-4	7	4	1	-7	-1	-14	-2
COC(=O)[C@]12CCCCC=C1N(Cc1ccccc1)C(=O)[C@H](CC(=O)N1CCN(C(=O)c3ccco3)CC1)C2
    -12	1	7	-1	-3	6	-3	-2	20	-5
Cc1cccc(-n2c(-c3ccoc3C)n[nH]c2=S)c1
    3	-4	9	1	0	1	5	5	-4	-4
Cc1ccc(C)c(-n2nnnc2SCC(=O)NCCC2=CCCCC2)c1
    2	-7	-1	-4	4	4	-5	-1	9	-2
N#CCC(=O)Nc1ccc(C(=O)OCC(=O)c2ccc3c(c2)OCO3)cc1
    -6	-11	8	-4	-4	0	-15	8	2	-3
COc1ccc(NC(=O)c2ccc(NC(=O)c3nc4nc(C)cc(C)n4n3)cc2)cc1
    -4	-4	-13	0	11	6	-14	-1	1	-1
CCCCCN(C(=O)CCC(=O)OCC(=O)NCc1ccc(OC)cc1)c1c(N)n(CCCC)c(=O)[nH]c1=O
    10	3	-18	7	-3	0	-7	-1	0	4
CCc1nc(N)c(C#N)c(-c2ccncc2)c1C
    -52	-33	-1	-26	9	6	-5	-5	6	-21
Cc1ccc(S(=O)(=O)NNC(=O)C23CCC(CC2)C3)cc1
    4	5	-7	0	0	3	3	2	4	2
COC(=O)c1ccc(CN2C(=O)NC3(CCC(C)CC3)C2=O)o1 (stereo not drawn)
    -3	1	-1	2	-4	-4	-5	-2	-10	-4
COc1ccc(NC(=O)CNc2ccccc2N2CCCC2=O)cc1S(=O)(=O)N1CCOCC1
    -13	-7	3	1	4	-4	3	12	-3	-4
COc1ccc(-c2nc(-c3ccccc3)nc(N3CCN(C)CC3)c2C#N)cc1
    2	0	1	1	1	-1	2	12	11	2
COc1ccc(C2=Nn3c(nnc3-c3ccco3)SC2)cc1OC
    2	1	-8	7	-4	8	-1	9	2	3
CNC(=S)NNC(=O)c1sccc1C
    8	7	-4	1	-10	-3	3	6	11	4
CC(=O)Nc1ccc(S(=O)(=O)N2CCC(NC(C)=O)(c3cccc(F)c3)CC2)cc1
    2	2	4	6	0	2	-2	7	2	0

# One compound at a time (already shown).
# Shown for Cc1cccc(-n2c(-c3ccoc3C)n[nH]c2=S)c1 → ADAM10 inh: 3; PLC-beta3 inh: -4; TDP2 absorb: 9; PLC-gamma1 inh: 1; Tn7 DDE FP: 0; DDE Tn6 FP inh: 1; SIAE primary: 5; ARFGAP1 inh: 5; ASAP1 inh: -4; ADAM17 inh: -4
# Shown for CCOc1cccc(C(=O)NC(=S)NCc2cccnc2)c1 → ADAM10 inh: 3; PLC-beta3 inh: -4; TDP2 absorb: 9; PLC-gamma1 inh: 2; Tn7 DDE FP: 7; DDE Tn6 FP inh: 0; SIAE primary: 0; ARFGAP1 inh: 20; ASAP1 inh: 3; ADAM17 inh: -3
# Shown for Cc1cc(NS(=O)(=O)c2ccc(NC(=O)CSc3nnc(-c4ccccn4)n3-c3ccccc3)cc2)nc(C)n1 → ADAM10 inh: -3; PLC-beta3 inh: 1; TDP2 absorb: 0; PLC-gamma1 inh: -2; Tn7 DDE FP: 1; DDE Tn6 FP inh: 3; SIAE primary: -2; ARFGAP1 inh: x; ASAP1 inh: x; ADAM17 inh: -1

# Other structures follow:
# Second line of a record – ADAM10 inh	PLC-beta3 inh	TDP2 absorb	PLC-gamma1 inh	Tn7 DDE FP	DDE Tn6 FP inh	SIAE primary	ARFGAP1 inh	ASAP1 inh	ADAM17 inh
C[C@@H]1CN([C@H](C)CO)C(=O)CCCn2cc(nn2)CO[C@H]1CN(C)S(=O)(=O)c1ccccc1
    3	3	-10	2	-9	0	-1	-5	-16	2
c1ccc(CN=C2NN=C(c3cc4ccccc4o3)CS2)cc1
    -3	-2	-6	1	0	8	7	5	10	0
Cc1ccc(C2=NN3C(C(=O)c4ccccc4)Oc4ccccc4C3C2)cc1 (stereo not drawn)
    0	0	4	0	0	-6	-8	1	14	-2
COC(=O)C1=C(C)NC(=O)/C1=C\c1ccco1
    -3	-8	2	0	-7	-2	9	8	7	-1
CCN(C(=O)Cc1c(C(=O)O)n(CC)c2ccccc12)c1cccc(C(F)(F)F)c1
    5	-12	-7	-1	-1	-1	-8	-4	3	-4
COC(=O)N=Nc1c(O)[nH]c2ccc(Br)cc12
    -1	-1	1	3	-5	-6	-1	2	5	2
Cc1ccc2cc(S(=O)(=O)NCCC(=O)O)ccc2c1
    2	-1	0	-2	8	8	0	0	-6	-3
CC(C)CC(=O)Nc1nnc(S(=O)(=O)N2CCc3ccccc32)s1
    -5	3	5	1	0	7	-3	4	-2	-3
CC(C)C[C@@H]1COc2cccc(N(C)CCO)c2S(=O)(=O)N1
    -1	-1	-7	0	7	4	2	-7	-6	-1
Cc1noc(NC(=O)c2cccc(C(F)(F)F)c2)c1Cl
    -4	-7	-13	-1	-4	-5	-7	-4	1	-8
COc1ccc(N2CCN(CCCn3cnc4c(SC)ncnc43)CC2)cc1
    -1	1	-2	1	-1	-2	-2	-2	1	-1
CC(C)COC(=O)N1CCCC1C(=O)Nc1nccs1 (stereo not drawn)
    6	3	-3	0	1	-2	-1	-4	-3	-5
CC(C)(C)n1nnnc1C(c1cc2ccccc2o1)N(Cc1ccccc1)Cc1ccccc1 (stereo not drawn)
    -11	1	-7	0	6	8	-2	2	4	-2
CCC(=O)Nc1c(C)nn(C(=O)CC)c1C
    -9	1	5	0	-8	-6	13	-1	2	-2
Cc1ccc(NC(=O)COC(=O)CNC(=O)c2ccc(Br)cc2)c(C)c1
    1	1	-2	2	3	-15	4	-13	-2	2
CCCOc1nc2c(c(=O)n(C)c(=O)n2C)n1Cc1cccc2ccccc12
    2	-3	-5	3	7	2	-1	-1	-2	0
Cc1cccc(NC(=S)NC(C)CCc2ccccc2)c1 (stereo not drawn)
    2	-1	-9	1	-2	14	6	6	13	1
CCCN(CCC)CCCNC(=S)Nc1ccc2nc3n(c(=O)c2c1)CCCCC3
    -8	0	5	-1	0	-9	11	-2	8	-5
CCCCCOc1ccc(C2C(C(=O)c3ccc(C)o3)=C(O)C(=O)N2c2cc(C)on2)cc1 (stereo not drawn)
    -2	-26	2	-16	2	-4	2	-19	-6	-3
COc1ccc(N2CCN(c3ccc([N+](=O)[O-])nc3)CC2)cc1
    1	-1	11	3	0	-2	28*	-10	4	1

# Just DDE Tn6 FP inh, for 2 of the compounds above:
compound	DDE Tn6 FP inh
COC(=O)C1=C(C)NC(=O)/C1=C\c1ccco1	-2
COc1ccc(N2CCN(c3ccc([N+](=O)[O-])nc3)CC2)cc1	-2

# The list goes on:
# Second line of a record – ADAM10 inh	PLC-beta3 inh	TDP2 absorb	PLC-gamma1 inh	Tn7 DDE FP	DDE Tn6 FP inh	SIAE primary	ARFGAP1 inh	ASAP1 inh	ADAM17 inh
Cc1ccc(NNC(=S)Nc2ccc(C(C)C)cc2)c(C)c1
    4	3	-1	0	6	2	11	-7	3	-2
COc1ccc(C(C(=O)NCc2ccccc2)N(Cc2ccco2)C(=O)c2snc(C(N)=O)c2N)cc1 (stereo not drawn)
    -101	-84	3	-53	3	2	-2	-6	-7	-36
CC(C)c1ccc(C(=O)OCC(=O)NC2CCCC2)cc1
    9	-4	-1	4	7	5	-1	-4	2	-1
CC(=O)c1nnn(-c2c(F)cccc2F)c1C
    -1	-2	-4	0	0	7	-4	1	3	-4
CC(NC(=O)CCC(=O)NC(C)c1ccccc1)c1ccccc1 (stereo not drawn)
    -1	-3	-6	6	-3	1	0	7	-11	1
CSc1nc(-c2ccccc2)c(C#N)c(=O)[nH]1
    0	-11	-1	-4	0	9	-2	-6	1	-5
NNC(=O)c1nc[nH]c1C(=O)Nc1ccccn1
    -6	-3	4	-4	7	4	-3	4	2	-1
Cc1ccc2nc(SCn3nnc4ccccc4c3=O)[nH]c2c1
    7	1	8	1	9	8	0	-1	-7	-1
Cc1cc(=O)oc2cc(OCC(=O)NC3CC(C)(C)NC(C)(C)C3)c(Cl)cc12
    -49	-11	-11	1	-3	4	11	3	-6	-16
O=C1C(=O)c2ccccc2C([O-])=C1[n+]1ccccc1
    0	-3	22	1	-2	-1	-3	-1	1	-5
Brc1ccc(/C=N/Nc2ccc3ccccc3n2)cc1
    5	-5	5	-4	1	-1	2	9	6	-2
CCN(CC)CCOC(=O)c1ccc(Cl)cc1Cl
    -9	-5	-7	0	-1	5	-7	10	0	-4
O=C(CCc1nnc(C2CCCCC2)o1)NCCCOc1cccnc1
    9	1	-2	5	2	6	-1	3	0	-1
O=C(NN=Cc1ccc(F)c(F)c1)c1ccc(NS(=O)(=O)c2cccs2)cc1
    -3	-10	3	-9	9	4	-10	2	-1	-2

# 2 entries picked at random from those above:
# Second line of a record – ADAM10 inh	PLC-beta3 inh	TDP2 absorb	PLC-gamma1 inh	Tn7 DDE FP	DDE Tn6 FP inh	SIAE primary	ARFGAP1 inh	ASAP1 inh	ADAM17 inh
CC(NC(=O)CCC(=O)NC(C)c1ccccc1)c1ccccc1 (stereo not drawn)
    -1	-3	-6	6	-3	1	0	7	-11	1
CC(=O)c1nnn(-c2c(F)cccc2F)c1C
    -1	-2	-4	0	0	7	-4	1	3	-4
